# MITF primary – blocks human microphthalmia-associated transcription factor; O75030; AlphaScreen MITF homodimerization, bead proximity signal; inhibition, % at 2.6 µM; hit rate 0.91% among 650,000; in the data active = inhibition above about 50%;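 note: 0% = vehicle wells with protein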
# Target sequence (O75030 whole entry, looked up): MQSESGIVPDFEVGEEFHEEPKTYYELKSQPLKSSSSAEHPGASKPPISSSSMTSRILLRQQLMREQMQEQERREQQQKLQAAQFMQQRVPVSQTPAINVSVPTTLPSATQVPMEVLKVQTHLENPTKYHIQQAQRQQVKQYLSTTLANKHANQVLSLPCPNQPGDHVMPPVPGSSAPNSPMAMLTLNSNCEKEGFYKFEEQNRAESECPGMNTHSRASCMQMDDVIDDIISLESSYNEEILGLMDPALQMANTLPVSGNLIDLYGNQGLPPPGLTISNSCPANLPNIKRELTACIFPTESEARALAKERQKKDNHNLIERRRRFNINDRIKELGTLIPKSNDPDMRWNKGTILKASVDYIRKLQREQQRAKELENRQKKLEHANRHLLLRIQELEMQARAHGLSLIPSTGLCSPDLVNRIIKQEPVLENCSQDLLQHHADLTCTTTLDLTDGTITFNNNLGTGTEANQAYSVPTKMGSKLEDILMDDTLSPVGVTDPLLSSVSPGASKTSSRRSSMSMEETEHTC
# TEAD-YAP block – TEAD-YAP interaction inhibition; HEK-TIYL cells, TEAD-Gal4/YAP UAS-luciferase luminescence; inhibition, % at 9.12 µM; hit rate 1.4% among 640,000; in the data active = inhibition above about 32%;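 note: 0% = median of test compound wells and 100% = reference inhibitor wells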
# GPR151 ag – activators of human GPR151 | PathHunter beta-arrestin GPR151 cells, luminescence | activation, % at 11.2 µM | hit rate 1% among 650,000 | AID 1508602; in the data active = activation above about 4.9%;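 note: 0% = median of compound wells and 100% = cells with positive control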
# Target sequence (Q8TDV0 whole entry, looked up): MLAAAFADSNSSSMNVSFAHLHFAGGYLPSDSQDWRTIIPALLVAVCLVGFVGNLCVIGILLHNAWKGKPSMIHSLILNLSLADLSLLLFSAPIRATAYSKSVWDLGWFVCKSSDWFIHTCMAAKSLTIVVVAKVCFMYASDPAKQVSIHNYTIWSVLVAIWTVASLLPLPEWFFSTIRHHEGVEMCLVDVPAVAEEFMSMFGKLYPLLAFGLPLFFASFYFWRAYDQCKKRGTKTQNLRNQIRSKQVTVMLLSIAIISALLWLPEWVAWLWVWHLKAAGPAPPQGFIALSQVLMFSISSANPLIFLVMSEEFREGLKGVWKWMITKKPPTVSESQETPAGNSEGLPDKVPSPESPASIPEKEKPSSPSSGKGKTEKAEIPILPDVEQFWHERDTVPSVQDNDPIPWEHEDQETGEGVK
# FBW7 activator – human FBW7 E3 ligase activation, primary screen; Q969H0; AlphaScreen FBW7–phospho-cyclin E peptide binding, activator screen; normalized activity (activation), % at 26.1 µM; hit rate 0.13% among 650,000; AID 1259310; in the data active = normalized activity above about 1.9%;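 note: purified mutant Fbw7 with reduced substrate affinity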
# * marks the source's active call; other numbers are inactive results.
mol | TEAD-YAP block | GPR151 ag | FBW7 activator | MITF primary
Cc1cc(C)c2c(c1)-c1c(ssc1=S)C(C)(C)N2CC(=O)c1ccccc1 | -7 | 1.6 | -0.1 | 10
N#C/C(=N\Nc1ccc(C(=O)O)cc1)c1ccccn1 | -53 | -3.1 | 0.1 | 18
CCOC(=O)c1c(-c2ccccc2)csc1NC(=O)c1ccco1 | -3 | -0.2 | 0.5 | 15
Cc1nn(CC(=O)NCCO)c(=O)c2ccccc12 | 0 | 1.5 | 0.0 | 7
CCOc1cc(C2C(C(=O)O)c3cc(OCC)c(OCC)cc3C(=O)N2C)ccc1O (centres undefined) | -20 | 0.7 | -0.1 | 18
Cc1ccc2c(CNCc3ccccc3C)c(C(=O)O)n(Cc3ccccc3)c2c1 | 16 | -0.8 | 0.1 | 7
CN1CCC(Oc2ncccc2C(=O)Nc2ccc3[nH]ncc3c2)CC1 | -14 | 1.4 | 0.3 | 11
Cc1nc2scc(C)n2c(=O)c1NC(=O)CCC1CCCCC1 | 10 | 0.4 | -0.1 | -2
CC(=O)Nc1ccc(C(=S)NC2CC(C)(C)NC(C)(C)C2)cc1 | 1 | -1.6 | 0.1 | -2
CC(/C=C/c1ccccc1F)=N/NC(=O)c1ccc(Cl)cc1 | 5 | -1.0 | 0.8 | 13
Cc1cc(C)n2nc(S(=O)(=O)Nc3ccccc3[N+](=O)[O-])nc2n1 | 7 | 0.8 | -0.2 | 0
CCOC(=O)c1c(NC(=O)CSc2nnc(CNC(=O)c3cccs3)n2-c2cccc(C)c2C)sc2c1CCCCC2 | -3 | -1.2 | 0.0 | -15
CC(OC(=O)c1ccccc1CCc1ccccc1)C(N)=O (centres undefined) | 4 | 0.2 | 0.0 | -16
CCSc1nc2c(c(=O)[nH]1)C(c1ccc(O)cc1)C1=C(CCCC1=O)N2 (centres undefined) | -1 | -1.3 | 0.6 | 18
O=C1NC(=O)C2(CCCC2)N1 | -3 | -0.6 | 0.0 | 1
CC1=NN(c2cccc(Br)c2)C(=O)/C1=C\c1ccc([N+](=O)[O-])o1 | -2 | -1.4 | -0.1 | 10
O=C(c1ccc(Cl)cc1[N+](=O)[O-])N1CCN(Cc2ccc3c(c2)OCO3)CC1 | 7 | 1.6 | -0.2 | -5
CC(=O)Nc1ccc(S(=O)(=O)N2CCC(Cc3ccccc3)CC2)cc1 | -1 | -0.5 | -0.1 | -5
CC1=CC(C2CC(=O)N(c3ccccc3C)C2=O)CC2C(=O)N(c3ccccc3C)C(=O)C12 (centres undefined) | 2 | 0.4 | -0.1 | -8
CCOC(=O)C1=C(C)N(CC(C)C)C(=O)/C1=C\c1ccc(OC)cc1OC | -1 | -0.3 | -0.2 | 7
CC(=O)Oc1cccc(C2C3=C(c4ccccc4C3=O)N(C(C)=O)c3c2c(=O)n(C)c(=O)n3C)c1 (centres undefined) | -1 | 1.5 | -0.1 | 0
COC(=O)c1sc(NC(=O)c2cc([N+](=O)[O-])ccc2Cl)nc1C | 13 | -0.4 | 0.0 | 11
CCN(CC(N)=O)c1ccc(C(F)(F)F)cn1 | 3 | 3.2 | 0.3 | -2
COc1ccc(CC(=O)N2CC(C)CC(C)C2)cc1 (centres undefined) | -6 | -1.4 | 0.1 | 3
COc1ccc(CC(=O)Nc2c3c(nn2-c2ccc(C)cc2)CSC3)cc1OC | -2 | 0.3 | -0.1 | 9
Cc1cc(C)nc(N/N=C/c2c(C)nc3ccc(I)cn23)n1 | 2 | 0.9 | -0.1 | 3
COCCn1c(SCC(=O)N2CCc3ccccc32)nc2cccnc21 | 18 | -0.2 | 0.2 | 34
CCn1nc(-c2ccccc2)c(Cl)cc1=O | 8 | -0.4 | 0.2 | 1
CC1=C(C(=O)NCc2cccnc2)C2(CCCCC2)OC1=O | 10 | 2.8 | 0.0 | -1
O=C(NCc1ccc2c(c1)OCO2)c1cc(Sc2ccc(F)cc2)nc2ccccc12 | 3 | -0.8 | 0.9 | 24
CNC(=O)c1c(NC(=O)c2cc3ccccc3o2)sc(C)c1C | -6 | 1.0 | 0.8 | 18
COC(=O)c1ccccc1NC(=O)c1ccc(Cl)c([N+](=O)[O-])c1 | -3 | -0.9 | 0.3 | 12
COc1ccc(N2CCN(c3ncnc4sc(C(=O)Nc5ccc(C(F)(F)F)cc5)c(C)c34)CC2)cc1 | -4 | -0.4 | 0.1 | 18
COCCn1c(-c2ccco2)csc1=Nc1ccc(Cl)c(F)c1 | -8 | 2.0 | -0.1 | -1
O=c1sc2c(s1)SC1CCCCCCCCCCC1S2 (centres undefined) | 0 | -0.2 | 0.5 | 16
Cc1cc(C)c2c(NC(=S)Nc3ccccc3)n[nH]c2n1 | -7 | -0.3 | -0.1 | 1
Cc1n[nH]c(C)c1CCC(=O)N/N=C\c1ccccc1OCC(=O)O | 10 | 1.2 | 0.2 | 2
O=C(O)c1ccc(/C=C/c2ccc3cccc([N+](=O)[O-])c3n2)cc1 | -14 | 2.5 | 0.1 | 10
Cc1ccccc1C(=O)N1CCN(c2oc(-c3ccc(Cl)cc3Cl)nc2C#N)CC1 | -4 | -0.8 | 0.0 | 4
COc1ccc(OC)c(C(C)NC(=O)NC23CC4CC(CC(C4)C2)C3)c1 (centres undefined) | 7 | 1.3 | 0.2 | 21
COC(=O)CCC(=O)Nc1ccccc1I | -3 | 0.5 | 0.1 | 12
CCOc1c(Br)cc(/C=C2N=C(/C=C/c3ccccc3)OC/2=O)cc1OC | 1 | 0.5 | 0.0 | -7
COc1ccc(C(=O)Oc2ccc3c(=O)c(Oc4ccc(C(C)(C)C)cc4)coc3c2)cc1OC | 8 | 1.9 | -0.3 | -6
CC1CCc2c(sc(NC(=O)C(C)(C)C)c2C(=O)Nc2cccc3ccccc23)C1 (centres undefined) | 1 | 0.1 | -0.1 | -5
CC(=O)Nc1ccc(C(=O)OCC(=O)Nc2ccc3c(c2)C(=O)c2ccccc2C3=O)cc1 | 2 | -1.7 | -0.1 | -6
CC(O)CNc1nc2ccccc2n1CC(=O)NCC(F)(F)F (centres undefined) | 6 | -0.2 | 0.1 | 0
COc1ccc(NC(=O)CN(CC(=O)Nc2ccc(OC)cc2)C(C)(C)CO)cc1 | 11 | 2.3 | -0.2 | -7
CC(NC(=O)c1noc2c1CCCC2)c1ccccc1 (centres undefined) | -6 | -0.9 | -0.1 | -3
COc1ccc(CC(=O)NCCc2sc(-c3ccc(OC)cc3)nc2C)cc1 | -12 | 1.8 | -0.3 | -8
Cc1cc(C=C2C(=O)N(C)C(=S)N(C)C2=O)c(C)n1-c1ccc2c(c1)OCO2 | 12 | -1.5 | -0.1 | 3
COc1ccccc1C1CC(=O)c2c(ccc3ccccc23)N1 (centres undefined) | 61* | 0.0 | 0.0 | 4
CCCCCn1c(SCc2ccncc2)nc2cc(C(=O)N3CCC(C(N)=O)CC3)ccc2c1=O | 13 | -0.3 | -0.1 | 3
CCOC(=O)CCC(=O)Nc1ccc(S(=O)(=O)Nc2cc(C)on2)cc1 | 1 | 0.4 | 0.0 | 0
COc1ccc(C2=NN(C(=O)CCC(=O)O)C(c3ccccc3)C2)cc1OC (centres undefined) | -6 | -0.3 | 0.2 | -5
COc1ccc(C2C(C(=O)OC(C)C)=C(C)NC3=C2C(=O)CCC3)c(OC)c1OC (centres undefined) | 7 | 1.4 | -0.1 | 1
CC(C)c1cc(NS(=O)(=O)c2ccccc2)ccc1O | 12 | 2.5 | 0.0 | 1
Cc1ccc(C)c(S(=O)(=O)N2CCN3C(=O)[C@@H]4CSCN4C(=O)[C@H]3C2)c1 | -2 | -0.6 | -0.4 | -18
C=CCNC(=O)[C@H]1C=CCN1S(=O)(=O)c1ccc(F)cc1 | 3 | 0.5 | 0.0 | 4
O=C(CCc1ccccc1)NNC(=O)c1ccc(Cl)cc1Cl | 3 | 1.9 | 0.0 | 8
O=C(NCc1ccccc1)C1CC12CCN(Cc1cc3c(cc1Cl)OCO3)CC2 (centres undefined) | -3 | -0.2 | -0.1 | 8

# (listing goes on)
mol | TEAD-YAP block | GPR151 ag | FBW7 activator | MITF primary
COc1ccccc1NC(=O)c1ccc(C(=O)Nc2ccccc2OC)cc1 | 7 | 0.2 | -0.1 | 9
O=C(Nc1ccc(N2CCN(C(=O)c3cccs3)CC2)cc1)c1ccc([N+](=O)[O-])cc1 | -2 | -0.3 | 0.1 | 13
CCOc1ccc(-c2ccc(SCC(=O)Nc3cccc(C(C)=O)c3)nn2)cc1 | -14 | 1.8 | 0.1 | -1
O=C1CCN(CCOc2ccccc2)CCN1Cc1c(F)cc(F)cc1F | 12 | -1.1 | -0.2 | 3
CC(C)(C)C1CCC(C(=O)Oc2ccc(Br)cc2)CC1 (centres undefined) | -8 | -1.3 | 0.0 | -22
O=[N+]([O-])c1cccc(S(=O)(=O)Nc2ccc(S(=O)(=O)Nc3nccs3)cc2)c1 | 11 | 1.3 | 0.2 | 29
CS(=O)(=O)c1ccc(-c2cnc(N)c(NCCCO)n2)cc1 | 3 | -1.0 | 0.6 | 8
COC(=O)c1ccc(-c2nc(O)c3cnccn23)cc1 | 1 | 0.2 | -0.3 | 5
O=[N+]([O-])c1ccc(O)c(/C=N/Nc2ccc(Cl)nn2)c1 | 46* | 0.5 | -0.1 | -11
O=C1CC(c2ccccc2)Cc2nc(N3CCOCC3)ncc21 (centres undefined) | -2 | 1.3 | -0.1 | 6
Cc1ccc2nc(NC(=O)C3c4ccccc4Oc4ccccc43)sc2c1 | 19 | -1.8 | 0.8 | 15
NC(=O)c1ccccc1NC(=O)C(F)(F)F | -11 | -0.1 | 0.1 | 4
CC(C)[C@H]1NC(=O)[C@@H]2C[C@H](NCc3cccc4cccnc34)CN2C1=O | 8 | 2.1 | -0.4 | -3
CC1CCCC(NC(=O)Cc2c(C(=O)O)n(C)c3ccccc23)C1C (centres undefined) | -5 | -0.1 | -0.1 | -1
CC(C)(C)Cc1nc(-c2ccc([N+](=O)[O-])cc2)no1 | -9 | -0.4 | -0.1 | -4
CCc1ccccc1NC(=O)CC1S/C(=N\c2nccs2)N(CC)C1=O (centres undefined) | 10 | -0.2 | 0.1 | 13
Cc1ccc(Nc2nnc(-c3cc4cc(Cl)cc(Cl)c4oc3=O)s2)cc1 | -8 | 0.8 | -0.1 | -6
CC(C)CCN1CCN2C(=O)[C@H](C)N(C)C(=O)[C@H]2C1 | 2 | -0.8 | -0.1 | 2
O=C(CN(Cc1ccc(F)cc1)C(=O)CCC(=O)Nc1ccccn1)NCc1ccco1 | -1 | 0.4 | -0.1 | 7
CCOc1ccccc1NC(=O)Cn1c(C)c(C=O)c2ccccc21 | -3 | -0.9 | 0.1 | 3
Cc1cc(C)cc(NC(=O)C2CC3CCCN3C23C(=O)Nc2ccccc23)c1 (centres undefined) | 5 | -0.6 | 0.0 | 4
O=C(CSc1nnc(-c2cccnc2)n1Cc1ccccc1)NC1CCCC1 | -7 | 0.1 | -0.1 | -9
O=C(CCN1C(=O)C2(OCCO2)c2ccccc21)c1ccccc1 | 4 | 0.7 | 0.0 | 5
Cc1cc(=O)n(C)c(=O)n1CCCCCCN1CCCC1 | 4 | 0.0 | 0.1 | 15
COC(CNC(=O)c1c[nH]c2ccc(S(=O)(=O)N3CCC(C)CC3)cc2c1=O)OC | 5 | -0.8 | -0.1 | -1
Cc1ccc2oc(-c3cc(N)ccc3O)nc2c1 | -35 | -7.8 | -0.1 | 7
COc1cccc(C(=O)Oc2ccccc2CN(C2=NS(=O)(=O)c3ccccc32)c2ccc(C)cc2)c1 | -10 | -0.8 | -0.1 | -3
CC(=O)C(Sc1nnc(Nc2ccc(C(C)C)cc2)s1)C(C)=O | -33 | 6.0* | 0.1 | 9
O=[N+]([O-])c1cc(Cl)ccc1N1CCCCC1 | 6 | -0.3 | 0.0 | 2
NC(=O)c1ccccc1NC(=O)CSc1ccccn1 | -73 | 0.5 | 0.4 | 4
Fc1ccccc1Nc1nc(-c2ccc(Br)cc2)cs1 | -56 | 1.0 | 0.1 | 3
Cc1ccc(S(=O)(=O)NCC(=O)Nc2ccc(Oc3ccccc3)cc2)cc1 | -1 | -0.8 | 0.4 | 8
CS(=O)(=O)N(CC(=O)Nc1ccccc1F)c1ccccc1F | -8 | -0.1 | -0.1 | 1
Cc1cc(Cl)ccc1NC(=O)C(=O)N/N=C/c1ccc([N+](=O)[O-])cc1 | -3 | -1.0 | -0.2 | -1
Cc1nc(N2CCC(C(=O)N3CCCC3)CC2)nc2ccccc12 | -10 | -1.2 | 0.3 | 6
CCOc1ccc(NC(=O)Nc2nnc(CSc3ccccc3)s2)cc1 | -5 | -0.3 | -0.1 | -13
COc1ccc(S(=O)(=O)NCC(=O)N(CC(=O)NC(C)(C)C)Cc2ccco2)cc1 | 11 | 0.6 | 0.0 | 1
